D2 PAM = D2 dopamine receptor (human) potentiation; P14416; 340,000 tested, 0.34% active; potentiation, % at 10 µM; HEK293 T-REx D2, calcium flux, EC20 dopamine potentiation;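 active = potentiation over 3 SD above the plate norm, cut at about 30% in these data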; note: 0% is about no effect
Target sequence (P14416 whole entry, looked up): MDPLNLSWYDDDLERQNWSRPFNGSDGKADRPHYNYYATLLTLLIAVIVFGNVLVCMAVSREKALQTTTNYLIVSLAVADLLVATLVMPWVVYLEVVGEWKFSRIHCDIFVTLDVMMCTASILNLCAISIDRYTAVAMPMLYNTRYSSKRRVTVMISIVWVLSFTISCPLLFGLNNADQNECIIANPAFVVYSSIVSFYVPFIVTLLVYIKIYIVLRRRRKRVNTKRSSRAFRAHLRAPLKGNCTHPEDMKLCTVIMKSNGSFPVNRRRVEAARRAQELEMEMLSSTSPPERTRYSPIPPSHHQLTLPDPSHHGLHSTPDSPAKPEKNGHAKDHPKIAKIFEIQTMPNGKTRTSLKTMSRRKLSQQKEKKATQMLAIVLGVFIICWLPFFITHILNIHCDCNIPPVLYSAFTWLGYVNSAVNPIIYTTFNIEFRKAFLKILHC
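Calcium flux readout, no-wash dye, 1 read/s. Inducible HEK293 Trex D2 line, overnight 30 C. Compound alone 180 s (agonist flags), then EC20 dopamine, another 180 s to score potentiation.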
D1 ag = agonists of human D1 dopamine receptor. P21728. HEK293 T-REx D1 cells, calcium flux, agonist mode. activation, % at 2 µM. 360,000 tested, 1% active. AID 504660; note: 0% is about no effect
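Agonism was scored from calcium flux recorded over 180 s (1 read/s) after pintool compound addition, following a 10-cycle baseline. Cells were inducible force-coupled HEK293 TREx D1, plated overnight at 30 C and loaded with no-wash calcium dye.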
D2 ag = activates the human D2 dopamine receptor; AID 485358; 340,000 tested, 0.53% active; HEK293 T-REx D2 cells, calcium flux agonist mode; activation, % at 2 µM;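 active = activation over 3 SD above normal in the single-dose calcium agonist read, cut at about 30% in these data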; note: 0% is about no effect
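Tetracycline-induced HEK293 T-REx cells with force-coupled D2 receptor, plated overnight at 30 C, loaded with no-wash calcium dye. After a 10 s baseline, compound was pin-added and calcium flux read kinetically for 180 s; calcium rises flagged agonists.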
D2 antagonist = D2 dopamine receptor (human) antagonism. 340,000 tested, 2% active. HEK293 TREx D2 cells, calcium flux, dopamine EC80. inhibition, % at 10 µM. P14416; in the data active = inhibition above about 30%; note: 0% is about no effect
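Tetracycline-induced HEK293 TREx cells expressing D2 receptor forced-coupled to calcium signalling, loaded with no-wash calcium dye. Compounds added and calcium flux read 180 s, then dopamine added at EC80 and read a further 180 s.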
RXFP1 antag = RXFP1 (human) relaxin receptor antagonism | Q9HBX9 | HEK293-RXFP1, relaxin-stimulated cAMP HTRF, 30 min; hits give low values | activity change, negative = inhibition, % at 57.5 µM | 350,000 tested, 0.59% active;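 active = activity change of -60% or lower, but not beyond a set lower limit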; note: % is set by controls: 0 for no effect and ±100 for the full control effect
D1 antag = human D1 dopamine receptor antagonism; activity change, negative = inhibition, % at 10 µM; HEK293 TREx D1 cells, calcium flux, dopamine EC80; hits give low values; P21728; AID 504652; 360,000 tested, 3.2% active; in the data active = activity change below about -30%; note: % is set by controls: 0 for no effect and ±100 for the full control effect
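Allosteric or orthosteric antagonism assessed as attenuation of the calcium response to EC80 dopamine, added 180 s after compound, in induced HEK293 Trex D1 cells loaded with no-wash calcium dye.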
D1 potentiator = human D1 dopamine receptor positive modulation; 360,000 tested, 0.036% active; potentiation, % at 10 µM; HEK293 TREx D1 cells, calcium flux, dopamine EC20 potentiation; AID 504651; in the data active = potentiation above about 30%; note: 0% is about no effect
TRHR enhancer = allosteric enhancers of human TRH receptor; P34981; TRHR cells, fluo-8 calcium fluorescence, EC20 TRH enhancement; enhancement, % at 2 µM; 360,000 tested, 0.66% active; in the data active = enhancement above about 30%; note: 0% is about no effect
Target sequence (P34981 whole entry, looked up): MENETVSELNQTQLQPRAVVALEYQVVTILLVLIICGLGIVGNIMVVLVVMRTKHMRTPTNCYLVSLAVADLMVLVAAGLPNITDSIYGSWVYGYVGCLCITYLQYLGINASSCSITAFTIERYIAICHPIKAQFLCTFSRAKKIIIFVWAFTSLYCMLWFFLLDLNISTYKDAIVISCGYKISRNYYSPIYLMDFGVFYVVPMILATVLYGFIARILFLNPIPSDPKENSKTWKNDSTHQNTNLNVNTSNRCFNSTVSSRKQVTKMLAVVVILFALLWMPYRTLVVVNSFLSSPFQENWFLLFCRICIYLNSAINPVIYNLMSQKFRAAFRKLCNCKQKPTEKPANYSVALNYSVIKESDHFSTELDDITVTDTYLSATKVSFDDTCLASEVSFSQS
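Enhancer read-out: after compound pinning and an initial kinetic agonist-mode read, an EC20 of TRH (10 nM final) was injected and fluo-8 calcium signal (Ex 480/Em 530) followed at 1 s/cycle for 100 cycles in TRHR-expressing cells.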
TRHR agonist = TRH receptor (human) agonism. TRHR cells, calcium flux fluo-8, FDSS agonist mode. 360,000 tested, 0.18% active. P34981. activation, % at 2 µM. AID 493084; note: 0% is about no effect
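Steps: seed TRHR cells overnight; add fluo-8 no-wash Ca dye, RT 30 min–1.5 h; record 10 s baseline; pin-transfer compounds; monitor fluorescence 1 cycle/s for the agonist window. Calcium increases flag candidate agonists.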
An asterisk follows results filed as active; x = not tested or not shown; & = joins results of further samples. Cut-off read from the data, not from the text of the source, unless noted: active = activation above about 30%; inactive = the rest.

Structure,D2 PAM,D1 ag,D2 ag,D2 antagonist,RXFP1 antag,D1 antag,D1 potentiator,TRHR enhancer,TRHR agonist
COC(=O)Nc1nc(-c2ccc(F)cc2)c(C)s1,-11,0,-2.0,-13,-9,2,-1,-2,-0.9
Cc1nnsc1C(=O)N1CCN(c2cc(C(F)(F)F)ccn2)CC1,6,4,0.3,-22,7,-6,1,4,0.2
COc1cc2cc(CNc3ccccc3)c(=O)n(CC(=O)Nc3cc(C)cc(C)c3)c2cc1OC,-1,16,2.9,x,x,15,-1,0,34*
CC(C)(C)Cn1c(=O)[nH]c(=O)c2cc([N+](=O)[O-])cnc21,-1,0,-1.2,35*,4,1,-3,-15,0.0
CN(c1ccc(C(=O)NC2CC2)cc1)S(=O)(=O)c1ccccc1,-3,1,0.1,-5,8,-9,1,-1,0.1
Cc1ccc(N2CCN(C(=O)CNS(=O)(=O)c3ccc(Br)s3)CC2C)cc1 (stereo not drawn),-2,2,0.7,-11,x,13,0,-1,-0.2
O=C(CN(C(=O)c1csnn1)c1ccccc1C(F)(F)F)NCc1ccccc1,x,4,1.2,8,-14,-2,0,-6,-0.3
CCOc1ccccc1NC(=O)Cn1c(=O)n(CCCC(=O)NCc2ccc(C)cc2)c(=O)c2ccccc21,4,4,-0.7,x,x,9,4,-3,-0.8
CC(C)[C@H](NC(=O)N1CCn2c1nc1ccccc12)C(=O)N[C@H](C(=O)O)c1ccccc1,9,9,-6.2,58*,x,-3,9,8,-1.1
COCC(=O)N1CCCC(CNS(=O)(=O)c2ccc(OC)cc2)C1 (stereo not drawn),3,1,0.3,8,2,4,-6,-2,0.1
O=C(C[n+]1ccc(/C=N/O)cc1)NC(=O)Nc1ccccc1,-3,2,-0.1,-10,1,-3,3,12,0.7
Cn1c(=O)[nH]c(=O)c2c1nc(N1CCOCC1)n2CC(=O)c1ccccc1,1,2,1.2,6,-8,-6,-4,-4,0.2
Cc1cc(C)cc(N(C(C)C(=O)NCCC2=CCCCC2)S(C)(=O)=O)c1 (stereo not drawn),-1,1,-0.2,-21,-7,-18,-2,-1,-0.3
CCOCCn1c(CN2CCC(C)CC2)nc2c1c(=O)n(C)c(=O)n2C,-7,-1,0.4,-16,x,-7,1,-6,0.0
CCN1CCN(c2ccc(S(=O)(=O)N3CCCCC3)cc2NC(=O)c2cccc(OC(F)F)c2)CC1,12,10,-1.1,1,-20,-3,-7,-4,0.6
Cc1ccc(N(C)S(=O)(=O)c2ccc3c(c2)CC(C)N3C(=O)C2CC2)cc1 (stereo not drawn),x,8,x,x,-10,-12,-6,-9,-0.5
CCOC(=O)Cc1csc(NC(=O)Cc2ccccc2[N+](=O)[O-])n1,2,-3,0.0,7,-8,-6,-8,-1,-0.7
C/C=C/C=C/C(=O)N1CC2(CC(c3cccc(NC(=O)CCCCC)c3)=NO2)C[C@H]1C(N)=O (stereo partly drawn),-1,1,0.2,-4,x,4,-4,1,0.3
COc1ccc(N2CC(C(=O)NCCS(=O)(=O)N3CCN(c4ccccc4)CC3)CC2=O)cc1 (stereo not drawn),21&0,2&1,0.0&18,-8,-16&-3,-12&24,-4&-1,0&1,0.5&-0.1
O=C(CSc1nnc(CNC(=O)c2cccs2)o1)Nc1cccc(C(F)(F)F)c1,-24,6,-0.6,4,-10,-10,-7,-8,0.3
Cc1nnc(NC(=O)C2CCCN(S(=O)(=O)c3ccccc3C(F)(F)F)C2)s1 (stereo not drawn),12,2,-0.4,4,-1,16,5,-2,-0.7
CCOC(=O)c1c(N2CCN(c3ccccc3)CC2)cc(C)nc1C,-4,7,0.6,10,2,-8,-8,0,-0.4
CC(=O)N(C(C)=O)S(=O)(=O)c1ccc(N=NN2CCOCC2)cc1,3,2,1.5,0,-7,-5,-5,-5,0.2
CC1(c2nnc(-c3ccc(F)cc3)o2)CC(c2ccccc2)=NO1 (stereo not drawn),13,1,0.4,-1,x,8,3,-5,-0.6
CCCCn1c(N)c(N(CC(C)C)C(=O)C2CCN(c3ncnc4sc(C)c(C)c34)CC2)c(=O)[nH]c1=O,7,6,0.1,-28,-1,1,-2,1,0.3
CC12CCC(C(=O)NCc3ccco3)(OC1=O)C2(C)C (stereo not drawn),1,2,1.2,28,-12,-9,-6,-3,0.4
COc1cc(NC(=S)NNC(=O)C(C)(C)O)cc(OC)c1,3,2,1.3,-15,8,-1,6,0,0.2
COC(=O)CC1C(=O)NCCN1C(=O)CSc1nc2ccccc2c(=O)n1CC(C)C (stereo not drawn),1,2,1.2,-18,-7,8,-3,1,0.1
Cn1c(NNC(=O)C2CCCCC2)cc(=O)n(C)c1=O,-5,1,0.1,1,-2,12,2,-9,0.8
O=C(OCC(=O)N1CCc2ccccc2C1)c1cccc([N+](=O)[O-])c1,5,2,-0.9,-2,10,5,-3,3,-0.5
Cc1ccc([C@@H]2CC=C(C(=O)O)[C@H](c3ccccc3)N2S(=O)(=O)c2ccc(C)cc2)cc1,1,0,0.0,-1,x,4,-9,0,-0.4
COc1ccc(C(=O)COc2ccc3ccc(=O)oc3c2)cc1,17,5,0.5,-7,-6,-1,-4,-9,0.2
CC(C)CN(C(=O)CN1CCc2ccccc21)c1c(N)n(CC(C)C)c(=O)[nH]c1=O,4,-2,0.2,7,-5,5,1,5,0.6
Cc1ccsc1C(C(=O)NCc1ccccc1)N(C(=O)c1csnn1)c1ccccc1 (stereo not drawn),-6,4,-0.8,33*,-4,-1,1,-14,-1.3
O=C(c1cc(-c2ccco2)on1)N1CCN(C(c2ccccc2)c2ccccc2)CC1,2,9,0.3,5,-20,8,6,-1,0.7
Cc1ccccc1-c1nnn(Cc2cccc(S(=O)(=O)N3CCOCC3)c2)n1,-7,13,-0.9,-28,1,-33*,-8,4,0.0
CC(C)(C)c1ccccc1NC(=S)NC1CCCCC1,0,8,-0.9,9,0,-4,5,0,-1.1
N#CC1=C(N)NC(SCc2ccc(F)cc2)=C(C#N)C12CCCCC2,-2,10,3.1,5,-8,-31*,-4,-5,0.8
O=C(COc1ccccc1[N+](=O)[O-])c1ccccc1,10,2,-2.3,7,3,-7,3,8,-1.9
CCOc1ccc(N=c2scc(-c3ccccc3)n2CCO)cc1,-5,4,1.6,4,-10,-19,-8,-6,0.0
CCc1ccccc1NS(=O)(=O)c1cc2c(cc1C)n(C)c(=O)c(=O)n2C,3,0,-0.4,13,x,-13,1,1,0.2
Cc1ccccc1NC(=S)N(Cc1cccnc1)Cc1ccco1,-6,3,0.5,-8,5,-2,-6,9,0.7
CC(=O)Nc1c(Nc2ccccc2)c2ccccc2oc1=O,0,0,-2.3,-1,-2,-3,-5,-1,0.8
Cc1ccc(S(=O)(=O)N2CCCCC2)cc1NC(=O)COC(=O)C1(C)CC1(Cl)Cl (stereo not drawn),0,0,-0.1,-13,0,-24,-2,-3,-0.6
COC(=O)c1cc(C(=O)OC)cc(N2C(=O)CC(N3CCN(c4ccccc4)CC3)C2=O)c1 (stereo not drawn),26,2,0.1,-2,5,-15,-1,-2,-1.0
O=C(/C=C/c1ccccc1Cl)NC1CCCCC1,-5,-1,0.4,-9,24,-19,-3,3,-0.1
O=S(=O)(NCCc1ccc(Cl)cc1)c1cccs1,3,6,-2.5,-1,-3,11,4,5,-0.3
Cc1ccc2nc(NC(=O)CC3Oc4ccccc4NC3=O)sc2c1 (stereo not drawn),7,2,0.5,-8,-5,8,2,2,0.1
Cn1c(N)c(C(=O)COC(=O)c2ncc(Cl)c(Cl)c2Cl)c(=O)n(C)c1=O,-3,1,3.9,14,4,55,-5,16,0.8
CC1CCC(NC(=O)c2ccc3nc[nH]c3c2)CC1 (stereo not drawn),-7,2,-0.1,6,0,-2,-1,4,-0.2
CCCCNS(=O)(=O)c1ccc(OC)c2ncccc12,-8,-2,-0.3,-5,-8,10,5,0,-0.6
Cc1ccc(-c2cc(C(=O)N(C)Cc3cnn(C)c3C)c3cc(Br)ccc3n2)cc1,6,1,0.3,1,5,-19,-2,0,-0.6
O=C(c1ccc(-c2ccccc2)cc1)C1CCCN(C(=O)c2ccncc2)C1 (stereo not drawn),2,1,-0.5,0,-28,4,-1,19,-0.1

Entries of single compounds, quoted from the list. Screens in order: D2 PAM	D1 ag	D2 ag	D2 antagonist	RXFP1 antag	D1 antag	D1 potentiator	TRHR enhancer	TRHR agonist
Cc1ccccc1NC(=S)N(Cc1cccnc1)Cc1ccco1 in the list: -6	3	0.5	-8	5	-2	-6	9	0.7
COc1cc2cc(CNc3ccccc3)c(=O)n(CC(=O)Nc3cc(C)cc(C)c3)c2cc1OC in the list: -1	16	2.9	x	x	15	-1	0	34*

At a glance, some entries already given:
Structure,D2 PAM,D1 ag,D2 ag,D2 antagonist,RXFP1 antag,D1 antag,D1 potentiator,TRHR enhancer,TRHR agonist
Cn1c(N)c(C(=O)COC(=O)c2ncc(Cl)c(Cl)c2Cl)c(=O)n(C)c1=O,-3,1,3.9,14,4,55,-5,16,0.8
CC1CCC(NC(=O)c2ccc3nc[nH]c3c2)CC1 (stereo not drawn),-7,2,-0.1,6,0,-2,-1,4,-0.2
CCCCNS(=O)(=O)c1ccc(OC)c2ncccc12,-8,-2,-0.3,-5,-8,10,5,0,-0.6
Cc1ccc(-c2cc(C(=O)N(C)Cc3cnn(C)c3C)c3cc(Br)ccc3n2)cc1,6,1,0.3,1,5,-19,-2,0,-0.6
O=C(c1ccc(-c2ccccc2)cc1)C1CCCN(C(=O)c2ccncc2)C1 (stereo not drawn),2,1,-0.5,0,-28,4,-1,19,-0.1

Screening results (PubChem BioAssay)
